VP16 counter: counter-screen for ROR gamma inhibitors: Gal4-VP16 reporter | Drosophila S2 Gal4-VP16 UAS-luciferase, luminescence, 20 h | Potency, µM (series often up to 53.6 µM), for inactives: at the top dose activity, negative = inhibition, most hits filed as inhibitors | actives 3.5% (n = 310,000);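 further: Gal4-VP16 expression switched on by copper sulfate through the metallothionein promoter; potency means the concentration at half of the fitted maximal effect; on the % scale 0 is the no-effect control and ±100 the full control effect; nearly all actives have a fitted effect of over 50% in size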
Tb PFK block: inhibitors of T. brucei phosphofructokinase | Potency, µM (titrated, usually from 57.5 µM), inactives show top-dose activity, negative = inhibition, actives largely listed as inhibitors | actives 0.17% (n = 330,000) | O15648 | T. brucei PFK, ADP-Glo luminescence | AID 485367;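 further: potency means the concentration at half of the fitted maximal effect; 0% = uninhibited 1x PFK enzyme wells and -100% = no-enzyme wells; nearly all actives have a fitted effect of over 60% in size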
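1.25 nM PFK with 0.5 mM F6P and 0.1 mM ATP in 0.1 M TEA pH 8.0, 5 mM MgCl2, incubated 45 min at room temperature; ADP measured by ADP-Glo luminescence; compounds titrated up to 57 uM.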
p53 reactivator: re-activators of mutant p53 | actives 0.063% (n = 320,000) | Potency, µM (series often up to 92.2 µM), inactives show top-dose activity change, positive = activation, most hits filed as activators | AID 504706 | H1299 p53-A138V BP100-luciferase reporter, luminescence, 24 h; further: potency means the concentration at half of the fitted maximal effect; % of control where 0% means no effect; nearly all actives have a fitted effect of over 45% in size
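p53-null H1299 cells stably carrying temperature-sensitive p53-A138V and a BP100-luciferase reporter were pinned with compounds (4-point, 1:5 series) and held 24 hrs at 37 deg C. Luminescence was read 10 min after detection reagent.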
FLuc modulator: firefly luciferase modulation, counter-screen for miR-21 project; P08659; purified FLuc, Km substrates, luminescence inhibition; Potency, µM (top dose mostly 57.5 µM), for inactives: top-dose activity change, negative = inhibition, usual class: inhibitors; actives 6.9% (n = 360,000); AID 588342;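 further: potency means the concentration at half of the fitted maximal effect; plate controls were vehicle for no effect and reference inhibitor for full effect; nearly all actives have a fitted effect of over 55% in size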
Target sequence (P08659 whole entry, looked up): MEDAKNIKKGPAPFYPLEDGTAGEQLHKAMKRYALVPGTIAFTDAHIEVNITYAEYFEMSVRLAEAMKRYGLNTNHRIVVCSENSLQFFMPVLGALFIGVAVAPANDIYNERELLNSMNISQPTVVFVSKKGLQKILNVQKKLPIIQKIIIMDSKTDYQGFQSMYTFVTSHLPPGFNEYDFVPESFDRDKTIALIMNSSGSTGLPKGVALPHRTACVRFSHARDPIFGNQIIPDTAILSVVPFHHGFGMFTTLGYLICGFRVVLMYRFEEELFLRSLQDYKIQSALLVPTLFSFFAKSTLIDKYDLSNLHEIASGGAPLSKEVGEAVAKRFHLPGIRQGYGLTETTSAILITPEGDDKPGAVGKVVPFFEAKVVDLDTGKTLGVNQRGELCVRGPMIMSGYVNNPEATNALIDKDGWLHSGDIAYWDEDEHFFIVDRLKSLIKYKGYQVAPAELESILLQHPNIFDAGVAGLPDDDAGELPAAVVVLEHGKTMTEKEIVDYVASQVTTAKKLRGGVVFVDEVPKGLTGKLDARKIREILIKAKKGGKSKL
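Purified P. pyralis luciferase (10nM final) with 10uM D-luciferin and 10uM ATP (Km levels) in 50mM Tris acetate pH 7.5, 10mM Mg acetate, 0.01% Tween-20, 0.05% BSA; qHTS 6-point titration, ~60 µM downward; luminescence read.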
ELG1 genotox: genotoxicity induction in ELG1-luciferase HEK293T cells; HEK293T ELG1-luciferase reporter, luminescence, 16 h; Potency, µM (titrated, usually from 46 µM), without a hit: at the top dose activity change, positive = activation, usual class: activators; actives 1.3% (n = 330,000); AID 504466; further: potency means the concentration at half of the fitted maximal effect; % of control where 0% means no effect; nearly all actives have a fitted effect of over 60% in size
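HEK293T cells expressing luciferase-tagged ELG1 were treated with compound or DMSO for 16 hr at 37°C. Luciferase activity was then read after 30 min with ONE-Glo at room temperature; rising signal flags genetic stress.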
TRPV1 ag: activates the human vanilloid receptor TRPV1 | Q8NER1 | TRPV1-expressing cells, Fluo-8 calcium influx, agonist mode | activation, % at 8.33 µM | actives 0.19% (n = 320,000) | AID 540275; in the data active means activation above about 80%; inconclusive means between about 30% and that limit; further: 0% is about no effect
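Cells expressing TRPV1 were dye-loaded with Fluo-8 and read kinetically: 10 s baseline, 3 min after compound (agonist portion), then 2 min after EC20 capsaicin (allosteric enhancer portion). Calcium-bound dye fluorescence at 480/520 nm.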
BRCA1 expr up: activators of BRCA1 expression | MCF7-BRCA1-FFLuc reporter, luminescence, 48 h; response scale: scaled: vehicle 0%, 10 µM genistein 100% | Potency, µM (series often up to 46.1 µM), for the others: top-dose activation, usual class: activators | actives 1.1% (n = 380,000); further: potency means the concentration at half of the fitted maximal effect; nearly all actives have a fitted effect of over 80% in size; some results filed as inactive show a strong effect at the top dose
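Cells: MCF7-BRCA1-FFLuc, 2000/well. Exposure: 48 h, 37 °C, 5% CO2. Read: luminescence, 15 min post-substrate. Controls: genistein 10 microM (maximal activation), DMSO (neutral).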
Rab9 prom act: activators of Rab9 promoter; AID 485297; actives 2.8% (n = 320,000); Potency, µM (top dose mostly 9.22 µM), for inactives: top-dose activation, negative = inhibition, hits mostly activators; Huh7 Rab9 promoter-luciferase reporter, luminescence, 24 h; further: potency means the concentration at half of the fitted maximal effect; % of control where 0% means no effect; nearly all actives have a fitted effect of over 60% in size
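Measured in stably transfected Huh7 cells bearing a Rab9 promoter–luciferase construct: 24 h compound treatment at 37 °C, followed by luminescence detection.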
ELG1 DNA repair: inhibitors of ELG1-dependent DNA repair in HEK293T cells; HEK293T ELG1-luciferase reporter, luminescence, 16 h; DNA damage induced by 5-fluorouridine; Potency, µM (titrated, usually from 46.1 µM), for inactives: top-dose activity change, negative = inhibition, actives largely listed as inhibitors; actives 2.3% (n = 330,000); AID 504467; further: potency means the concentration at half of the fitted maximal effect; on the % scale 0 is the no-effect control and ±100 the full control effect; nearly all actives have a fitted effect of over 55% in size
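Quantitative HTS, concentration-response format. 2,000 cells/well co-treated with 5-fluorouridine and compound, 16 hr in 5% CO2 at 37 °C; ONE-Glo luminescence read after 30 min.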
RORg inh: ROR gamma (mouse) transcription inhibition | Drosophila S2 Gal4-RORgamma UAS-luciferase reporter, 20 h | Potency, µM (top dose mostly 53.6 µM), for the others: top-dose activity change, negative = inhibition, hits mostly inhibitors | actives 5.4% (n = 310,000); further: potency means the concentration at half of the fitted maximal effect; on the % scale 0 is the no-effect control and ±100 the full control effect; nearly all actives have a fitted effect of over 60% in size
Target sequence (P51450 whole entry, looked up, the tested form may be a part): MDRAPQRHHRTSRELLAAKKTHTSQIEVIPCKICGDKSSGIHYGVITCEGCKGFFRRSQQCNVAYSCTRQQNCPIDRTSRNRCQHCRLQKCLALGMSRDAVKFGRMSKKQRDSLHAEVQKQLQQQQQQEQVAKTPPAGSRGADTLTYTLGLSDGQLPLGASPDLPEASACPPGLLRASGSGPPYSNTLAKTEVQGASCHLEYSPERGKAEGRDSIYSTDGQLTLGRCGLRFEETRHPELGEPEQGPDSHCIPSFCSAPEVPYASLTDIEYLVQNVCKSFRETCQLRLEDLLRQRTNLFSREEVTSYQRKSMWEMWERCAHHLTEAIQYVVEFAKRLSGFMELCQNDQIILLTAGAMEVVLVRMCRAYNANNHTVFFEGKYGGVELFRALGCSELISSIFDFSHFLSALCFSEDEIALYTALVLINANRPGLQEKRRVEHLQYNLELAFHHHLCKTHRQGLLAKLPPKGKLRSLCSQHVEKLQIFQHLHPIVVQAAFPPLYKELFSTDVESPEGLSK
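A Gal4/UAS one-hybrid system in insect cells: metallothionein-promoter Gal4–ROR gamma fusion plus Photinus luciferase reporter. Copper sulfate 700 uM final, 20 hr ambient incubation, luminescent detection after 10 min with reagent.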
NPC1 promoter act: activates the NPC1 promoter; Huh7 NPC1 promoter luciferase reporter, 24 h; Potency, µM (top dose mostly 9.22 µM), for the others: at the highest dose activation, hits mostly activators; actives 2.4% (n = 320,000);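 further: potency means the concentration at half of the fitted maximal effect; % of control where 0% means no effect; nearly all actives have a fitted effect of over 60% in size; reporter is driven by a mutant NPC1 promoter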
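Compounds in DMSO were transferred onto Huh7 NPC1-luciferase reporter cells pre-incubated 2 h; after 24 h at 37 °C, Amplite reagent was dispensed and luminescence recorded 10 min later.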
The depositor's hits bear a star; u = inconclusive; x = not tested or not shown; [ ] = dose if it differs, or a comment. Unless noted, the call rests on the fitted dose curve; in most records, active means well fitted curve in the direction sought with a large enough effect; inconclusive means small, poorly fitted or top-dose-only effect, or another doubt; inactive means no such curve, though single readings can be large; an effect the other way counts as inactive or inconclusive.

SMILES	VP16 counter	Tb PFK block	p53 reactivator	FLuc modulator	ELG1 genotox	TRPV1 ag	BRCA1 expr up	Rab9 prom act	ELG1 DNA repair	RORg inh	NPC1 promoter act
CC(C)NC(=O)NC(=O)COC(=O)c1ccc(OC(F)(F)F)cc1	-4%	-2%	8%	0%	0%	5	-19%	-4%	13%	6%	-3%
CC1CCc2c(sc3ncnc(NCc4cccnc4)c23)C1 (stereo not given)	-7%	1%	-2%	27µM*	0%	10	-3%	-8%	-13%	37%	6%
Cc1ccc(NC(=O)CN2C(=O)NC(C)(C3CC3)C2=O)c(C)c1 (stereo not given)	x	0%	14%	x	4%	-3	-20%	0%	22%	x	-1%
Cc1nnsc1SCC(=O)O	-5%	-6%	22%	4%	0%	-1	-2%	-2%	0%	11%	-4%
CC(=O)c1c(C)nc(-c2cccc([N+](=O)[O-])c2)n1O	5%	-1%	4%	-4%	-2%	2	-2%	-3%	-7%	1%	-6%
Oc1ccc(/C=N/Nc2cc(N3CCOCC3)nc(N3CCOCC3)n2)cc1O	u	-9%	1%	-19%	-1%	u	-33%	-7%	u	-1%	-5%
CN(CC(=O)Nc1cccc2ccccc12)c1ccc(S(=O)(=O)N2CCOCC2)cn1	21%	0%	-1%	-1%	-11%	0	-15%	-3%	u	3%	-4%
CC(=O)OC[C@H]1O[C@@H](O[C@H]2C[C@]3(C)C(C[C@@H](O)C4C([C@]5(C)CC[C@@H](C(C)(C)O)O5)CC[C@]43C)[C@@]3(C)CC[C@H](O)C(C)(C)C23)[C@H](O[C@@H]2O[C@@H](C)[C@H](O)[C@@H](O)[C@H]2O)[C@@H](O)[C@@H]1O (stereo not given in full)	x	0%	-2%	x	2%	x	-6%	x	6%	x	x
CCCCN(CC(=O)NCc1ccc(F)cc1)C(=O)c1ccco1	-12%	0%	-3%	3%	-7%	0	-1%	-6%	-11%	-17%	-3%
c1ccc(-c2nc(C3CCCCC3)no2)cc1	25%	0%	7%	17µM*	21µM*	-1	46%	7%	u	41%	12%
COc1ccc(N2C(=O)C3C(c4ccc(OC)cc4O)NC(Cc4ccccc4)(C(=O)O)C3C2=O)cc1 (stereo not given)	-9%	-7%	5%	5%	1%	1	0%	-4%	-7%	12%	-3%
NC1=CC(=O)c2cccc3cccc1c23	22µM*	6%	6%	-19%	-2%	-2	x	-4%	-22%	11µM*	1%
COc1ccc2nc(NCCO)[nH]c2c1	6%	-2%	-4%	5%	0%	0	-7%	-1%	-5%	-9%	0%
O=C(CSc1ccc(-c2ccncc2)nn1)N1CCCC1	-3%	4%	1%	3%	0%	-2	0%	1%	-2%	16%	-2%
COc1ccccc1N1CCN(Cc2ccco2)CC1	-5%	6%	u	-5%	2%	-6	18%	-4%	6%	5%	0%
CCOC(=O)C1=C(O)/C(=C/c2ccc(OCC(=O)O)c(OC)c2)SC1=Nc1ccc(OCC)cc1	-20%	-2%	-15%	1%	-1%	1	0%	9%	1%	27%	0%
CC(C)CCNC(=O)C1(O)c2ccccc2NC(=O)N1c1ccc(Cl)cc1 (stereo not given)	-4%	-5%	22%	-17%	1%	17	47%	17%	0%	9%	2%
CC(NC(=O)CCc1nnc(-c2ccccc2)o1)c1ccccc1 (stereo not given)	-26%	1%	10%	u	21%	1	58%	12%	u	u	1%
CC(=O)c1ccc(NC(=O)C2=CC(c3ccco3)=NS(=O)(=O)N2C)cc1	-8%	-2%	8%	7%	5%	-2	7%	3%	30%	0%	-5%
NS(=O)(=O)c1cc(C(=O)N2CCc3ccccc32)c(Cl)cc1Cl	4%	0%	23%	3%	-4%	-3	-4%[1.84 µM]	2%	16%	-41%	4%
COc1ccc(N(CC(=O)N2CCN(Cc3ccccc3)CC2)S(=O)(=O)c2ccccc2)cc1	1%	-3%	-5%	-1%	-3%	6	4%	6%	0%	-4%	1%
CCN(CC)c1ccc(N)cc1	u	0%	12%	-11%	-9%	3	-45%	-2%	u	-37%	-3%
Cc1oc2cc(O)cc(O)c2c(=O)c1-c1ccc2c(c1)OCCCO2	-2%	-1%	36%	u	13%	1	u	u	u	u	u
CCOC(=O)[C@@H]1[C@H]2COc3ccccc3[C@@H]2N2C(=O)N(c3cccc(F)c3)C(=O)[C@@]12C	x	-2%	-2%	x	0%	x	-21%	x	u	x	x
COc1ccc(S(=O)(=O)N(C)CC(=O)Nc2cccc(C(C)=O)c2)cc1	10%	0%	0%	4%	-3%	0	30%	-2%	u	21%	5%
Cn1c(NCCCN2CCOCC2)nc2c1c(=O)n(Cc1ccc(Cl)cc1)c(=O)n2C	-20%	-1%	-26%	9%	-2%	1	-21%	5%	-12%	4%	-3%
C/C(CC(=O)N1CCCC1)=N\NC(=O)c1cc2ccccc2cc1O	u	2%	u	15µM*	-9%	-5	-48%	1%	0%	6.3µM*	14%
CC1CCN(CCCNC(=O)CCCNC(=O)Cn2cnc3sc4c(c3c2=O)CCCC4)CC1	4%	0%	2%	0%	3%	0	-14%	4%	2%	-12%	-3%
O=C(CNS(=O)(=O)c1ccc(Br)s1)NCc1ccc(F)cc1	-5%	-1%	4%	1%	-1%	u	13%	-2%	8%	33%	-1%
CC(C)c1ccc(/C=C(/C#N)c2nnc(NC(=O)c3ccccc3)s2)cc1	-2%	0%	2%	-19%	0%	u	3%	0%	21%	-10%	-2%
CC1CCCCN1Cc1ccc(N(C)C)cc1 (stereo not given)	-2%	0%	-13%	-1%	-1%	-5	0%	11%	4%	-14%	-3%
CSc1ccccc1C(=O)NCCOc1cccc(C)c1	19%	0%	0%	0%	-6%	4	-4%	-5%	u	31%	1%
COc1cc2c(cc1OC)C(C(=O)NCCN1CCOCC1)C1c3ccccc3CCN1C2=O (stereo not given)	-6%	-2%	-2%	1%	4%	5	-21%	-4%	5%	-1%	-4%
CCCCn1c(Nc2ccccc2)nc2ccccc21	-4%	-2%	-2%	7%	-1%	8	11%	4%	1%	-31%	-1%
Cc1cc(O)ccc1N=Cc1c(C(F)(F)F)[nH][nH]c1=O	u	-9%	13%	u	-5%	-3	-33%	9%	u	11µM*	0%
O=C(CCc1nnc(CCc2c[nH]c3ccccc23)o1)NC1CCC1	-9%	-4%	u	21µM*	u	0	u	3.5µM*	u	33%	u
CCOC(=O)Cc1csc(N/C(=N/S(=O)(=O)c2cc(Br)ccc2OCC)c2ccccc2)n1	-8%	-9%	-9%	2%	-1%	3	-12%	2%	0%	3%	1%
N#Cc1cccc(NC(=O)Cn2cnc(S(=O)(=O)N3CCOCC3)c2)c1	1%	-19%	2%	2%	4%	0	-10%	-1%	-7%	-16%	-1%
O=C(c1ccc([N+](=O)[O-])cc1)N(C1=NCCCCS1)c1ccccc1	0%	0%	-1%	2%	-2%	1	-5%	13%	-1%	2%	1%
Cc1ccc(OCCC(=O)Nc2ccc(F)c(Cl)c2)cc1	u	-20%	-5%	5%	0%	28	-4%	-7%	3%	9%	-4%
CCOc1ccc(NC(=O)CNC(=O)c2nn(-c3ccc(OC)cc3)c(=O)c3ccccc23)cc1	-21%	-4%	-10%	0%	-12%	-2	-55%	-3%	u	u	-2%
CC1CCN(C(=O)Cn2nnc(-c3ccc(N)cc3)n2)CC1	11%	2%	x	1%	3%	-1	4%	11%	-1%	3%	9%
O=S(=O)(c1ccc(F)cc1)N1CCN(CC(O)COCc2cccs2)CC1 (stereo not given)	-6%	-3%	-5%	8%	-1%	1	-4%	-7%	-17%	18%	-3%
COc1ccc(OCC(O)CN2CCN(c3ccc(OC)cc3)CC2)cc1 (stereo not given)	3%	4%	-3%	-1%	-2%	-1	3%	6%	0%	13%	-6%
O=C(C1CCC1)N1CCN(S(=O)(=O)c2ccc([N+](=O)[O-])cc2)CC1	x	-6%	4%	3%	0%	6	-5%	11%	6%	x	-1%

Results in VP16 counter, for three of the compounds above:
molecule,VP16 counter
Cc1ccc(OCCC(=O)Nc2ccc(F)c(Cl)c2)cc1,u
CCOc1ccc(NC(=O)CNC(=O)c2nn(-c3ccc(OC)cc3)c(=O)c3ccccc23)cc1,-21%
CC1CCN(C(=O)Cn2nnc(-c3ccc(N)cc3)n2)CC1,11%

Rows were taken by chance, and some 15% of all compounds hit somewhere here.
